B2AR arrestin = qHTS assay of beta-arrestin-biased ligands of beta2-adrenergic receptor. Beta-2 adrenergic receptor (Homo sapiens), P07550. beta-arrestin recruitment to beta2AR, cell-based reporter. Potency, µM (doses to about 46.1 µM), for inactives: at the top dose activation, most hits filed as activators. actives 0.02% (n = 330,000);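 further: potency means the concentration at half of the fitted maximal effect; 0% = DMSO controls and full agonism = EC100 isoproterenol or metaproterenol; nearly all actives have a fitted effect of over 65% in size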
GALK inhibitor = qHTS Assay for Inhibitors of Human Galactokinase (GALK); Purified GALK, Kinase-Glo residual ATP luminescence; P51570; actives 0.007% (n = 270,000); Potency, µM (doses to about 57.5 µM), inactives show at the top dose activity change, negative = inhibition, hits mostly inhibitors; AID 1868, 2009; further: potency means the concentration at half of the fitted maximal effect; on the % scale 0 is the no-effect control and ±100 the full control effect
Target sequence (P51570 whole entry, looked up): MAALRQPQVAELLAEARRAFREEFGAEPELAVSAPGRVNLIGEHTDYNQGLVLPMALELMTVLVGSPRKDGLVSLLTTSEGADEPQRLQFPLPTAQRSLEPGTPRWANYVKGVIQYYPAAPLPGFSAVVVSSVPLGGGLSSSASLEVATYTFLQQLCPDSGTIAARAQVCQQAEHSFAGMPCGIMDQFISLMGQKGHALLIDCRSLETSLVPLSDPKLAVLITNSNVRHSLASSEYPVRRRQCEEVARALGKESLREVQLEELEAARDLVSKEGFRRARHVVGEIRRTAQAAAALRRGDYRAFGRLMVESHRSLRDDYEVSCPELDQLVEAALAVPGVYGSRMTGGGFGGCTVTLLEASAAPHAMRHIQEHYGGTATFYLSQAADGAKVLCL
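Human GALK (5 nM) with 35 uM ATP and 100 uM galactose in 20 mM HEPES pH 8.0, 5 mM MgCl2, 60 mM NaCl, 1 mM DTT, 0.01% BSA. After 1 h at room temperature, leftover ATP was read by Kinase-Glo Plus luminescence.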
PKM2 act = qHTS Assay for Activators of Human Muscle isoform 2 Pyruvate Kinase | Pyruvate kinase PKM (Homo sapiens), P14618 | purified PKM2, Kinase-Glo ATP luminescence, activation; response scale: 0% is enzyme alone, no compound | Potency, µM (series often up to 57.5 µM), without a hit: at the top dose activation, most hits filed as activators | actives 0.34% (n = 260,000); further: potency means the concentration at half of the fitted maximal effect; on the % scale 0 is the no-effect control and ±100 the full control effect; nearly all actives have a fitted effect of over 55% in size
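Purified hPK-M2 (>95% pure) converted ADP (0.1 mM final) to ATP with 0.5 mM PEP in 50 mM imidazole pH7.2, KCl, MgCl2, Tween 20, BSA; 1 h at room temperature. ATP detected by Kinase-Glo luminescence.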
Giardia killer = Small Molecules that selectively kill Giardia lamblia: qHTS. Giardia lamblia trophozoite viability. activity change, % at 7.66 µM, hits read low. actives 0.15% (n = 340,000). AID 540267, 2011; in the data active means activity change below about -80%; inconclusive means between about -30% and that limit;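 further: parasites exposed to compound for two days anaerobically before the ATP read; on the % scale 0 is the no-effect control and ±100 the full control effect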
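Luminescence from cellular ATP indicates surviving trophozoites (100 cells/well) following 48 hrs anaerobic compound treatment at 37 deg C; signal develops 15-30 min at room temperature.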
PTAP TSG101 blk = qHTS Assay for Iinhibitors of HIV-1 Budding by Blocking the Interaction of PTAP/TSG101 | Fluorescence polarization, FITC-PTAP peptide / Tsg101 binding | Potency, µM (titrated, usually from 115 µM), without a hit: at the top dose activity change, negative = inhibition, most hits filed as inhibitors | 340,000 tested, under 10 active; active means well fitted inhibition curve with a large enough effect in the main read-out, with a control signal flat, not every such curve was filed as active; inconclusive means small, poorly fitted or top-dose-only effect, or effect the other way, or a change in a side signal; inactive means no such curve, though single readings can be large or run the other way; further: potency means the concentration at half of the fitted maximal effect; % of control where 0% means no effect
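Compounds were pin-transferred onto Tsg101 binding domain (10 uM final) in HEPES pH 7.5 buffer, then FITC-PTAP peptide was added at 50 nM final. After 20 min at RT, polarization reported peptide displacement across a qHTS concentration series.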
BCR signal inh = qHTS Assay to Find Inhibitors of Chronic Active B-Cell Receptor Signaling; AID 493014, 2011; actives 0.05% (n = 340,000); Potency, µM (titrated, usually from 46.1 µM), for the others: top-dose ratio change, negative = lower green/red ratio, usual class: inhibitors; ABC-DLBCL IkBa-CBG/CBR reporter, luminescence ratio, 4 h; active means well fitted inhibition curve with a large enough effect in the signal ratio, with a control signal flat, not every such curve was filed as active; inconclusive means small, poorly fitted or top-dose-only effect, or effect the other way, or a change in a side signal; the % refers to the signal ratio;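 further: potency means the concentration at half of the fitted maximal effect; plate controls were basal doxycycline-induced cells for no effect and cells given 10 µM MG132 for full effect; MG132 reads +100%, hits lower the ratio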
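Cell line TMD8 (human ABC DLBCL), stably expressing tet-inducible CBG68-IkBa fusion and CBR; IMDM/0.5% FBS; cpd up to 46 uM; dox induction, 4 h, 37C/5% CO2; dual luminescence; green/red ratio; MG132 control.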
Menin-MLL TR inh = qHTS Assay for Inhibitors Targeting the Menin-MLL Interaction in MLL Related Leukemias: Competition With Texas Red Labeled MLL-derived Mutant Peptide; O00255; Menin + Texas Red MLL mutant peptide, fluorescence polarization; Potency, µM (highest dose often 61.6 µM), for inactives: at the highest dose FP activity change, negative = inhibition, most hits filed as inhibitors; actives 0.23% (n = 270,000); active means well fitted inhibition curve with a large enough effect in the polarisation, with a control signal flat, not every such curve was filed as active; inconclusive means small, poorly fitted or top-dose-only effect, or effect the other way, or a change in a side signal; inactive means no such curve, though single readings can be large or run the other way; the % refers to the polarisation; further: potency means the concentration at half of the fitted maximal effect; % of control where 0% means no effect; many of its hits are not listed in these tables
Target sequence (O00255 whole entry, looked up): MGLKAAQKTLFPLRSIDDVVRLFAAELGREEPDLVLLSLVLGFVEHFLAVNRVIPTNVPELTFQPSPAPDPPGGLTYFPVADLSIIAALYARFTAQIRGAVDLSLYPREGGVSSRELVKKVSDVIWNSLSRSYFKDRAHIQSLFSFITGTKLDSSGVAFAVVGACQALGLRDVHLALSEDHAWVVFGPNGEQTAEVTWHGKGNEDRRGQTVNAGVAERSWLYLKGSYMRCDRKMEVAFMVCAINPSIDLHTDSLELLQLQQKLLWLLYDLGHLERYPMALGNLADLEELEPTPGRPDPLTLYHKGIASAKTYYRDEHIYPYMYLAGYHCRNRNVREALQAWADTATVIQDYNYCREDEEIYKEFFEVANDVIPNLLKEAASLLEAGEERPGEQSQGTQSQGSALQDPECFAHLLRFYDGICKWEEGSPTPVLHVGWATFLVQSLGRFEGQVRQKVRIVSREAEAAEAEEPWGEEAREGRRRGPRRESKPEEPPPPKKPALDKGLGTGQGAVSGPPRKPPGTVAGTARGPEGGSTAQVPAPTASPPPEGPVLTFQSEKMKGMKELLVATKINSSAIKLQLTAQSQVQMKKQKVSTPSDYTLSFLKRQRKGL
ASM inhibitor = Inhibitors of Secretory Acid Sphingomyelinase (S-ASM): qHTS; actives 0.006% (n = 340,000); placental ASM, HMU-PC fluorogenic substrate, 60 min; AID 504937, 2011; Potency, µM (series often up to 57.5 µM), without a hit: at the top dose activity change, negative = inhibition, actives largely listed as inhibitors; Sphingomyelin phosphodiesterase (Homo sapiens), P17405; further: potency means the concentration at half of the fitted maximal effect
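Fluorescence read-out (Ex 386 nm, Em 447 nm) after stopping the reaction at pH 10. Enzyme: ASM from human placenta; substrate HMU-PC0, 9 uM final; 60 min, 37 °C. Compound preincubation 10 min, ambient temperature.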
Tb PFK block = qHTS Assay to Find Inhibitors of T. brucei phosphofructokinase; T. brucei PFK, ADP-Glo luminescence; Potency, µM (highest dose often 57.5 µM), for the others: at the highest dose activity, negative = inhibition, most hits filed as inhibitors; actives 0.17% (n = 330,000);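 further: potency means the concentration at half of the fitted maximal effect; 0% = uninhibited 1x PFK enzyme wells and -100% = no-enzyme wells; nearly all actives have a fitted effect of over 60% in size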
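Compounds were pin-transferred as a titration series up to 57 uM into substrate buffer (0.5 mM F6P, 0.1 mM ATP, pH 8.0), then 1.25 nM PFK was added and reactions ran 45 min before ADP-Glo detection.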
a7 integrin act = qHTS for Activators of Integrin-Mediated Alleviation for Muscular Dystrophy | Potency, µM (titrated, usually from 38.3 µM), for inactives: top-dose activation, usual class: activators | alpha7betagal myoblasts, beta-gal FDG fluorescence, 48 h | actives 0.064% (n = 350,000) | AID 624291, 2012;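 further: potency means the concentration at half of the fitted maximal effect; 100% = response of the positive control SU9516; nearly all actives have a fitted effect of over 60% in size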
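Alpha7betagal+/- myoblasts (passage 13) were plated 16-24 hr, then exposed to compounds (1:260 dilution of DMSO stock) for 48 hours at 37C. After MPER lysis, β-galactosidase reporter activity was read as FDG fluorescence (ex 480/em 540) after 30 minutes.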
Coupling enz = qHTS Assay for Inhibitors of Fructose-1,6-bisphosphate Aldolase from Giardia Lamblia: Coupling assay counterscreen. coupling enzyme system counterscreen, AmpLite Red fluorescence. activity change, negative = inhibition, % at 58.2 µM, hits read low. actives 0.67% (n = 290,000). AID 2472, 2010; in the data active means activity change below about -30%; further: on the % scale 0 is the no-effect control and ±100 the full control effect
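Fluorescence at 525 nm excitation and 598 nm emission measured inhibition of the coupled detection system without aldolase. Compounds (at 57.5 uM final) were preincubated 10 min at room temperature with coupling enzyme reagent before a 20 min substrate/AmpLite Red step.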
Numbers without * were called inactive; ? = inconclusive; · = not tested or not shown; [ ] = remark or other dose. Unless noted, the call rests on the fitted dose curve; in most records, active means well fitted curve in the direction sought with a large enough effect; inconclusive means small, poorly fitted or top-dose-only effect, or another doubt; inactive means no such curve, though single readings can be large; an effect the other way counts as inactive or inconclusive. An excerpt (hit frequency here may not be typical).

SMILES	B2AR arrestin	GALK inhibitor	PKM2 act	Giardia killer	PTAP TSG101 blk	BCR signal inh	Menin-MLL TR inh	ASM inhibitor	Tb PFK block	a7 integrin act	Coupling enz
CN=C1N(C)C[C@@H]2[C@@H]3C(=O)N(C)C(=O)[C@@H]3[C@](Cc3ccccc3)(C(=O)OC)N12	0.2%	·	·	7	-4%	-3%	·	7%	?	17%	·
COC(=O)c1cc(NC(=O)COC(=O)CN2C(=O)C3CC=CCC3C2=O)cc(C(=O)OC)c1 (stereo not drawn)	0.6%	·	·	-4	-3%	?	·	4%	-9%	12%	·
Cc1ccc(NC(=O)CNc2ccccc2N2CCCC2=O)cc1S(=O)(=O)N1CCCCC1	0.3%	·	·	4	-4%	3%	·	0%	-7%	6%	·
Cc1cccc(-n2ccnc2CN2CCN(C3CCCC3)C(CCO)C2)c1 (stereo not drawn)	-0.8%	2%	3%	-5	2%	?	1%	-1%	-1%	-13%	3
COc1ccc(C)cc1S(=O)(=O)N1CCC(C(=O)NCCc2ccccc2)CC1	0.4%	3%	-4%	1	-1%	?	8%	2%	0%	31%	2
O=c1cc(-c2ccc(O)cc2)oc2c1ccc1ccccc12	-0.2%	·	·	-10	-1%	8%	·	17%	?	-22%	·
CCc1nc2c(oc3ccccc32)c(=O)[nH]1	-0.4%	3%	-14%	31[activator]	-2%	-11%	6%	2%	-2%	-2%	-1
O=C(c1cccnc1)N1CCN(c2ccc([N+](=O)[O-])cc2Cl)CC1	-0.9%	-1%	-1%	-22	-1%	?	2%	-2%	10%	-12%	-1
CC(=O)N1CCN(C(=O)c2ccccc2NS(=O)(=O)c2ccc(F)cc2)CC1	-0.1%	·	·	-3	-5%	3%	·	2%	-1%	-47%[inhibitor]	·
CC(=O)C1=C(O)C(=O)N(c2ccc(S(N)(=O)=O)cc2)C1c1cccc([N+](=O)[O-])c1 (stereo not drawn)	-0.7%	-3%	4%	-24	3%	-1%	·	3%	-1%	5%	5
CCCC1Cc2c(sc(N)c2C#N)CO1 (stereo not drawn)	0.1%	7%	-1%	-18	-1%	?	-8%	-2%	5%	-12%	3
Cc1ccc(-c2nc3ccccc3c(=O)n2NC(=O)COc2ccccc2)cc1	-0.5%	3%	4%	3	-5%	0%	6%	-1%	0%	-12%	1
Cn1nc(C(=O)NC2CCCN(Cc3ccccc3F)C2)c2ccccc2c1=O (stereo not drawn)	-0.2%	-1%	4%	19	-1%	?	·	-4%	0%	0%	·
COC(=O)CSc1nnc(CNC(=O)c2ccc(S(=O)(=O)N3CCOCC3)cc2)n1C	-1.0%	0%	-4%	2	-8%	2%	7%	0%	0%	6%	2
Cc1ccc(C(=O)Nc2ccc3c(c2)OCCO3)cc1S(=O)(=O)N1CCOCC1	-0.6%	·	·	22	2%	-1%	·	2%	5%	11%	·
CSc1cccc(NC(=S)NC(=O)c2cccnc2)c1	-0.8%	-5%	-8%	?	2%	-13%	7%	6%	4%	3%	-2
COC(=O)c1[nH]c2cc(C)ccc2c1NC(=O)CN1CCCc2ccccc21	-0.5%	0%	13%	-15	0%	?	6%	-15%	0%	-2%	·
Cc1ccc(C(C)C)c(OCC(=O)NNC2=CC(=O)CC(C)(C)C2)c1	-0.2%	2%	-1%	-9	0%	-3%	·	-4%	-2%	-13%	0
COC(=O)C1=C(C)Nc2nnnn2C1c1cccs1 (stereo not drawn)	0.1%	-2%	3%	17	-4%	7%	-10%	1%	-14%	-21%	-18
COc1ccc(NC(=O)CSc2nc3[nH]ncc3c(=O)[nH]2)c(OC)c1	0.3%	·	·	-1	-2%	0%	·	7%	-2%	22%	·
NS(=O)(=O)c1cccc(NC(=O)Cn2cc(C(F)(F)F)cc(Cl)c2=O)c1	-0.3%	·	-4%	6	-12%	0%	·	-4%	5%	-52%[inhibitor]	1
CN(C(=O)c1cc2ccccc2o1)c1c(N)n(Cc2ccccc2)c(=O)[nH]c1=O	-0.2%	·	·	6	-2%	?	·	14%	1%	10%	·
CS(=O)(=O)N(CC(=O)NCc1ccncc1)c1ccc(Cl)c(Cl)c1	-0.1%	5%	-4%	-4	-5%	?	18%	-1%	0%	1%	0
Cc1ccccc1CN1[C@@H]2c3ccccc3C[C@@H]2OCCS1(=O)=O	0.4%	·	8%	2	0%	-14%	-22%	3%	1%	29%	-3
CCc1ccc(NC(=O)CN2CCC(C(=O)c3ccc(OC)cc3)CC2)cc1	-0.2%	3%	·	14	-2%	-10%	·	-1%	0%	-15%	3

(list continues)
SMILES	B2AR arrestin	GALK inhibitor	PKM2 act	Giardia killer	PTAP TSG101 blk	BCR signal inh	Menin-MLL TR inh	ASM inhibitor	Tb PFK block	a7 integrin act	Coupling enz
CCC/C(C#Cc1ccc(N(C)C)cc1)=C1/c2ccccc2C(=O)N1c1ccccc1	3.0%	·	·	0	?	0%	·	32%[activator]	11%	-24%	·
Cc1ccc(NC(=O)CN(C)C(=O)COC(=O)c2ccc(NC(=O)CC#N)cc2)cc1	-0.3%	·	·	11	0%	?	·	-3%	10%	31%	·
Cc1cccc(OCCCCCn2ccnc2)c1C	0.2%	0%	5%	-6	0%	-1%	-7%	-1%	-2%	-16%	6
CN=C1c2cc3cc(OC)ccc3n2CCN1Cc1ccccc1	-0.3%	0%	-9%	0	0%	-13%	-13%	58%[activator]	0%	-11%	-1
CC(=O)Nc1ccc(C(=O)OCC(=O)N2CCC(Cc3ccccc3)CC2)cc1	0.2%	·	·	-19	0%	-14%	·	-4%	4%	?	·
FC(F)(F)c1cccc(CNc2ncccc2-c2nc3cc(Cl)ccc3o2)c1	0.5%	1%	-6%	10	-6%	3%	26%	·	-1%	-10%	-2
NS(=O)(=O)c1ccc(NC(=S)NC(=O)/C=C/c2ccco2)cc1	-0.1%	2%	?	-15	0%	1%	9%	1%	0%	-11%	0
O=C(COC(=O)c1ccc(O)cc1)NC1CCCCCC1	-0.2%	·	·	-6	-9%	1%	·	0%	-12%	13%	·
COc1ccc(-c2cc(C(=O)N3CCN(S(=O)(=O)c4ccccc4)CC3)[nH]n2)cc1	0.0%	·	13%	-26	0%	4%	1%	-5%	-5%	0%	0
CCC(C)NS(=O)(=O)c1ccc(S(=O)(=O)N(CC(=O)Nc2ccccc2)Cc2ccco2)cc1 (stereo not drawn)	0.0%	0%	-14%	5	-1%	-2%	15%	-10%	-7%	-25%	2
CCOc1ccc(N2CC(NC(=O)c3cccc4ccccc34)CC2=O)cc1 (stereo not drawn)	0.0%	·	·	3	-1%	-1%	·	-1%	-11%	-5%	·
O=C1Nc2ccccc2/C1=N\N=C\c1ccc(O)c(O)c1	3.1%	4%	4%	20	-4%	?	·	-13%	16%	-30%	-9
CCC1CCCCN1C(=O)CSc1nnc(-c2cccc(Cl)c2)o1 (stereo not drawn)	-1.0%	-4%	-2%	-9	-3%	?	-7%	3%	-4%	0%	0
CCOC(=O)C1(Cc2ccc(OC)cc2)CCN(C(=O)CN2CCOC2=O)CC1	0.0%	1%	6%	0	3%	0%	5%	2%	4%	-11%	2
Cn1c(=O)c2c(nc(N3CCN(Cc4ccccc4)CC3)n2CCCc2ccccc2)n(C)c1=O	-3.1%	6%	3%	7	-2%	2%	-13%	-5%	3%	24%	2
CCCC(=O)Nc1ccc(-c2csc(-c3cccnc3)n2)cc1	0.0%	0%	6%	3	-4%	?	35%[activator]	1%	-3%	-14%	-3
CCOc1ccc(NC(=O)C2CCCN2S(=O)(=O)c2ccc(OCC)cc2)cc1 (stereo not drawn)	-0.6%	0%	·	-1	-1%	-2%	15%	1%	0%	-18%	0
CCOC(=O)CC(=O)CSc1ccc2nnc(-c3ccc(F)cc3)n2n1	0.0%	-1%	-1%	-10	-6%	-4%	2%	1%	1%	-8%	4
CSc1ccccc1NC(=O)CN1CCN(c2ccccn2)CC1	0.4%	7%	·	9	-5%	-12%	?	-2%	-5%	3%	2
COc1cccc(NC(=O)CSc2nnc(-c3ccc(C)cc3)o2)c1	0.0%	2%	1.3µM*	-20	3%	?	8%	2%	-5%	18%	2
Cc1cccc(N2CCN(C(=O)Cn3cccc3C(=O)c3ccccc3)CC2)c1C	-0.1%	2%	1%	3	-2%	1%	-1%	-10%	0%	-26%	1

Screens (PubChem BioAssay)
